Screening data from PubChem.
RTF Ca sens act = increases calcium sensitivity of human cardiac regulated thin filaments; activation, % at 7.2 µM; IANBD-labeled TnC RTF fluorescence at EC20 calcium; 0% EC20 calcium, 100% full calcium; P19429+P45379; actives 0.24% (n = 340,000);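 active means activation above the mean over all tested compounds plus 3 SD, cut at about 30% in these data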;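 further: rise in fluorescence read as greater calcium sensitivity of cardiac thin filaments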
PvdQ acylase = blocks Pseudomonas aeruginosa PvdQ acylase activity; purified PvdQ acylase, fluorescence plate reader; actives 0.063% (n = 340,000); inhibition, % at 10 µM; in the data active means inhibition above about 30%, passing the limit was not always enough; inconclusive means no clear call, values can overlap the other calls;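 further: 0% = vehicle neutral wells and 100% = reference inhibitor wells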
Rtt109 HAT inh = C. albicans Rtt109 histone acetyltransferase inhibition; purified Rtt109/Vps75, ThioGlo CoA-SH fluorescence, 4 h; inhibition, % at 34.9 µM; actives 0.16% (n = 330,000); AID 540336;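 active means inhibition of at least 50% in every replicate; inconclusive means best replicate reaches 50% inhibition but some replicates fall short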
Target sequence (Q5AAJ8 whole entry, looked up): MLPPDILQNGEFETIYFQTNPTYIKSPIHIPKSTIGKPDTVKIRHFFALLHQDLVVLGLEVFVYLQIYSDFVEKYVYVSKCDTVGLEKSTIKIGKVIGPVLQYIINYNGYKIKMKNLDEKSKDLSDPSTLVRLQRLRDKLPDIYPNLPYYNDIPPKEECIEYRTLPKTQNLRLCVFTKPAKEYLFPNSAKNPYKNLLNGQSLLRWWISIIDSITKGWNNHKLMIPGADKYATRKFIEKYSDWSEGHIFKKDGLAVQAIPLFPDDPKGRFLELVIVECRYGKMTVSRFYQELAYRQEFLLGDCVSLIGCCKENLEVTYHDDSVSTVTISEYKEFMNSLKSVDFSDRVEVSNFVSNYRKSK
CDK5 p35 inh = blocks human CDK5/p35 kinase activity; Recombinant CDK5/p35, ADP-Glo luminescence, 60 min; Q00535+Q15078; inhibition, % at 10 µM; actives 0.01% (n = 330,000);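 active means highest replicate inhibition of at least 50% and at least 75% of replicates reaching 50%; inconclusive means only one of the two criteria met; inactive means both criteria failed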;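 further: plate controls were DMSO neutral control for no effect and GW8510 at 10 µM for full effect; many of its hits are not listed in these tables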
SR-BI HDL uptake = mouse SR-BI HDL lipid transfer inhibition; Q61009; ldlA[mSR-BI] CHO cells, DiI-HDL uptake fluorescence, 3 h; inhibition, % at 12.5 µM; actives 0.96% (n = 320,000); AID 488896;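 active means mean replicate inhibition of at least 70% and a set share of replicates each scoring 70 or more; inconclusive means meets just one of the two criteria; inactive means fails both criteria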;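 further: 0% = median of neutral control wells and 100% = median of positive control wells; values of inactives mirror those of a sister screen read the other way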
HTR5A ag = HTR5A agonism, opioid heterodimer counter-screen; P47898; HTR5A agonist assay, luminescence, cell-based; activation, % at 9.3 µM; actives 0.61% (n = 340,000); AID 504692; in the data active means activation mostly above about 9.5%, no sharp cut-off; inactive means mostly below about 7.6%;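 further: 0% = cells with vehicle only and 100% = reference agonist; strong numbers were not always called active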
Target sequence (P47898 whole entry, looked up): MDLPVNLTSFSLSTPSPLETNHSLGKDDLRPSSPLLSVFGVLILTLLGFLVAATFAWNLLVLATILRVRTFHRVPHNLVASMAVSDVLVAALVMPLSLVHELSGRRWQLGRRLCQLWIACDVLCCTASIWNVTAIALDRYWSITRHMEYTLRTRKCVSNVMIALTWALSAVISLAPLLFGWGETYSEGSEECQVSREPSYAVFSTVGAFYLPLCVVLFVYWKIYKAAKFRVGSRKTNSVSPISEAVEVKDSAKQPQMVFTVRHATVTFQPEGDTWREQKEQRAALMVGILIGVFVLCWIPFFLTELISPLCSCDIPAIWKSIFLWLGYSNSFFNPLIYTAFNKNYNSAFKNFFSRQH
SR-BI uptake up = SR-BI HDL lipid transfer activation | CHO ldlA[mSR-BI] cells, DiI-HDL uptake fluorescence, 3 h; 100 = double the neutral-control signal | activation, % at 12.5 µM | actives 0.096% (n = 320,000) | AID 504775;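 active means mean replicate activation of at least 60% and every replicate at or above 60%; inconclusive means mean or all-replicate condition met, but not both; inactive means mean below 60% and not all replicates reaching 60%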;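 further: 0% = median plate neutral-control signal and 100% = twice that signal; values of inactives mirror those of a sister screen read the other way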
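Test system: SR-BI-overexpressing, LDLR-lacking CHO cells; Medium: Ham's F12 with 0.5% BSA, HEPES 25 mM, pH 7.4; Schedule: 3 h, 37 °C; Technique: bottom-read fluorescence, 550/595 nm.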
MITF act = increases MITF-driven TRPM1 promoter luciferase signal; SK-MEL-5 TRPM1-promoter luciferase, 24 h; % of positive control, neutral wells = 0; activation, % at 12.5 µM; actives 0.75% (n = 300,000); AID 588334;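 active means mean activation of at least 80% with every replicate also reaching 80%; inconclusive means mean reaches 80% but some replicate falls short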;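 further: 0% = neutral control wells and 100% = parthenolide positive control wells; values of inactives mirror those of a sister screen read the other way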
Wnt act = activates Wnt/beta-catenin signaling in a reporter cell assay; activator, plate reader; actives 1.2% (n = 300,000); activation, % at 9.35 µM; in the data active means activation above about 30%, passing the limit was not always enough; inconclusive means no clear call, values can overlap the other calls;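 further: 0% = neutral control wells and 100% = positive control wells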
dFosB act = activators of mouse delta FosB homodimer. P13346. purified delta FosB, TAMRA-CDK5 oligo fluorescence polarization; percent of positive-control signal above neutral wells. activation, % at 25 µM. actives 0.99% (n = 340,000). AID 493131;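 active means mean activation above about 17%, with every replicate also reaching it, limit read from the data, passing the limit was not always enough; inconclusive means only one of the two conditions met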;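 further: fluorescence polarization rise as delta FosB binds a TAMRA Cdk5 AP-1 oligo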
Target sequence (P13346 whole entry, looked up): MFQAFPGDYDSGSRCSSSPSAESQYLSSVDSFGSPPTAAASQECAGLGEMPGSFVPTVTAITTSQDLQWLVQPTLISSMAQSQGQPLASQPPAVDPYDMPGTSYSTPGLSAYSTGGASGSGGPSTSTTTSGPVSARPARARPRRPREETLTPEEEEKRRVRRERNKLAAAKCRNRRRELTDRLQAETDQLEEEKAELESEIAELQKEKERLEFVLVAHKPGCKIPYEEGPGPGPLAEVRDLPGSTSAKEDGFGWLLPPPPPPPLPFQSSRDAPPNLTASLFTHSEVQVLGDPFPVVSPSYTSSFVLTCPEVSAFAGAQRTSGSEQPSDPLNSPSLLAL
Starred values were filed as active, the others as inactive.

What do the screens show for `Cc1nc(CCN2C(=O)c3ccccc3C2=O)cs1`?
RTF Ca sens act: -4; PvdQ acylase: 6; Rtt109 HAT inh: 9; CDK5 p35 inh: 1.0; SR-BI HDL uptake: -6; HTR5A ag: -1; SR-BI uptake up: 6; Wnt act: 2; dFosB act: 1

What do the screens show for `N#Cc1ccccc1NC(=O)CSc1nnc(-c2ccncc2)o1`?
RTF Ca sens act: 3; PvdQ acylase: -8; Rtt109 HAT inh: 5; CDK5 p35 inh: -2.6; HTR5A ag: -6; MITF act: 9; Wnt act: 4; dFosB act: 1

Results for Cc1cc(C)c2c3c(sc2n1)C(=O)N(c1ccccc1C)CC(=O)N3 ?
RTF Ca sens act: 2; PvdQ acylase: -15; Rtt109 HAT inh: 3; CDK5 p35 inh: -0.3; SR-BI HDL uptake: -7; HTR5A ag: -4; SR-BI uptake up: 7; MITF act: 2; Wnt act: 2; dFosB act: 1

How did COc1ccc(NC(=O)CN(C)C2=NS(=O)(=O)c3ccccc32)cc1Cl do in these assays?
RTF Ca sens act: -2; PvdQ acylase: -4; Rtt109 HAT inh: 0; CDK5 p35 inh: 0.1; SR-BI HDL uptake: -94; HTR5A ag: 0; SR-BI uptake up: inconclusive; MITF act: 4; Wnt act: -3; dFosB act: 0

How did NC(=O)CC(NC(=O)Cc1ccc(Cl)cc1)c1ccc(NCCCN2CCCC2=O)c([N+](=O)[O-])c1 (stereo not given) do in these assays?
RTF Ca sens act: 2; PvdQ acylase: -7; Rtt109 HAT inh: -4; CDK5 p35 inh: -0.3; SR-BI HDL uptake: -3; HTR5A ag: -1; SR-BI uptake up: 3; MITF act: 5; Wnt act: 1; dFosB act: 1

What do the screens show for `O=C(Cn1nnc(-c2ccccc2-n2cnnn2)n1)N1CCCCC1`?
RTF Ca sens act: 0; PvdQ acylase: -13; Rtt109 HAT inh: -6; CDK5 p35 inh: 0.0; HTR5A ag: 0; MITF act: -9; dFosB act: -2

How did O=C(Nc1ccc(NC(=O)c2cccs2)cc1)c1ccco1 do in these assays?
RTF Ca sens act: 2; PvdQ acylase: -7; CDK5 p35 inh: 0.1; SR-BI HDL uptake: 6; HTR5A ag: 1; SR-BI uptake up: -6; MITF act: 98*; dFosB act: 6

How did O=C(CNC(=O)c1ccccc1)NC1(C(=O)NC2CCCCC2)CCCCC1 do in these assays?
RTF Ca sens act: 0; PvdQ acylase: -5; Rtt109 HAT inh: 3; CDK5 p35 inh: 1.5; SR-BI HDL uptake: -27; HTR5A ag: -3; SR-BI uptake up: 27; MITF act: 8; Wnt act: 0; dFosB act: 1

How did CCOC(=O)CSc1nnc(-c2ccccc2)c(-c2ccccc2)n1 do in these assays?
RTF Ca sens act: -3; PvdQ acylase: -6; Rtt109 HAT inh: 5; CDK5 p35 inh: 0.3; SR-BI HDL uptake: -12; HTR5A ag: 0; SR-BI uptake up: 12; MITF act: 4; Wnt act: -3; dFosB act: 1

Results for O=c1cc(-c2ccco2)nc(SCc2cccc(Cl)c2)[nH]1 ?
RTF Ca sens act: -2; PvdQ acylase: 10; Rtt109 HAT inh: -6; CDK5 p35 inh: 0.2; SR-BI HDL uptake: 7; HTR5A ag: 1; SR-BI uptake up: -7; MITF act: -8; Wnt act: 8; dFosB act: -5

Results for O=C(NCc1cccnc1)NC1(C(F)(F)F)Oc2ccccc2O1 ?
RTF Ca sens act: -5; PvdQ acylase: -10; Rtt109 HAT inh: 7; CDK5 p35 inh: 0.8; SR-BI HDL uptake: 23; HTR5A ag: 4; SR-BI uptake up: -23; MITF act: -13; dFosB act: -12

What do the screens show for `O=C(C1CCCN(Cc2ccccc2[N+](=O)[O-])C1)N1CCCC1` (stereo not given)?
RTF Ca sens act: -2; PvdQ acylase: -4; Rtt109 HAT inh: 0; CDK5 p35 inh: -3.2; SR-BI HDL uptake: -29; HTR5A ag: 0; SR-BI uptake up: 29; MITF act: 3; Wnt act: -3; dFosB act: 0

Results for COc1cc(S(=O)(=O)N2CCCCCC2)ccc1Cl ?
RTF Ca sens act: 0; PvdQ acylase: -13; Rtt109 HAT inh: -7; CDK5 p35 inh: -1.8; SR-BI HDL uptake: 9; HTR5A ag: 9; SR-BI uptake up: -9; MITF act: 7; Wnt act: 1; dFosB act: -7

What do the screens show for `COc1cccc(CNC(=O)CCC2CCCN(C(=O)c3cccc(Cl)c3)C2)c1` (stereo not given)?
RTF Ca sens act: 2; PvdQ acylase: -5; Rtt109 HAT inh: 2; CDK5 p35 inh: -0.5; SR-BI HDL uptake: 1; HTR5A ag: 4; SR-BI uptake up: -1; MITF act: -14; Wnt act: 0; dFosB act: -9

How did c1ccc2c(c1)Nc1cc3ccccc3cc1O2 do in these assays?
RTF Ca sens act: 4; PvdQ acylase: 7; Rtt109 HAT inh: 1; CDK5 p35 inh: -4.3; SR-BI HDL uptake: 11; HTR5A ag: 1; SR-BI uptake up: -11; MITF act: 44; Wnt act: 7; dFosB act: -3

What do the screens show for `COc1ccccc1Nc1nnc(SCC(=O)NC2CC2)s1`?
RTF Ca sens act: -1; PvdQ acylase: -12; Rtt109 HAT inh: -4; CDK5 p35 inh: -0.6; SR-BI HDL uptake: 30; HTR5A ag: -4; SR-BI uptake up: -30; MITF act: 14; Wnt act: 5; dFosB act: -5

What do the screens show for `O=C(CCCC(=O)OCC(=O)c1ccc(F)cc1)Nc1cc(C(F)(F)F)ccc1Cl`?
RTF Ca sens act: 0; PvdQ acylase: -9; Rtt109 HAT inh: -9; CDK5 p35 inh: -0.5; SR-BI HDL uptake: -14; HTR5A ag: 1; SR-BI uptake up: 14; MITF act: -7; dFosB act: 0

Results for O=C(COC(=O)c1cc(S(=O)(=O)N2CCOCC2)ccc1F)NCc1ccc2c(c1)OCO2 ?
RTF Ca sens act: -4; PvdQ acylase: -13; Rtt109 HAT inh: 0; CDK5 p35 inh: 1.6; SR-BI HDL uptake: -4; HTR5A ag: 3; SR-BI uptake up: 4; MITF act: 5; Wnt act: -2; dFosB act: -8

Results for COc1ccc(/C=N/OCC(=O)N2CCCC2)c(OC)c1 ?
RTF Ca sens act: -4; PvdQ acylase: 1; Rtt109 HAT inh: -2; CDK5 p35 inh: 0.8; SR-BI HDL uptake: 9; HTR5A ag: 5; SR-BI uptake up: -9; MITF act: -5; Wnt act: -1; dFosB act: 5

How did O=C(NCCN1CCN(S(=O)(=O)c2ccc(F)cc2)CC1)C(=O)NCc1ccccc1 do in these assays?
RTF Ca sens act: -7; PvdQ acylase: -17; Rtt109 HAT inh: -5; CDK5 p35 inh: -1.0; SR-BI HDL uptake: -15; HTR5A ag: 0; SR-BI uptake up: 15; MITF act: 3; Wnt act: -1; dFosB act: -13

Results for Cc1cc(C)cc(NC(=O)c2cc(Cl)sc2Cl)c1 ?
RTF Ca sens act: -1; PvdQ acylase: -16; Rtt109 HAT inh: -5; CDK5 p35 inh: -2.2; SR-BI HDL uptake: 31; HTR5A ag: 7; SR-BI uptake up: -31; MITF act: 14; dFosB act: -5

What do the screens show for `CCOC(=O)C1CCN(c2ncnc3c2oc2ccc(Br)cc23)CC1`?
RTF Ca sens act: 1; PvdQ acylase: -10; Rtt109 HAT inh: 4; CDK5 p35 inh: 0.8; SR-BI HDL uptake: -1; HTR5A ag: 5; SR-BI uptake up: 1; MITF act: -14; Wnt act: 3; dFosB act: -18

Results for CC(C)OCCCn1c(SC(C)C(=O)NC2CC2)nc2ccccc2c1=O (stereo not given) ?
RTF Ca sens act: 6; PvdQ acylase: 0; Rtt109 HAT inh: 1; CDK5 p35 inh: 0.2; SR-BI HDL uptake: -13; HTR5A ag: -2; SR-BI uptake up: 13; MITF act: 6; Wnt act: 2; dFosB act: -15

How did Cc1cc(=O)oc2c(N)c(O)ccc12 do in these assays?
RTF Ca sens act: 0; PvdQ acylase: 0; Rtt109 HAT inh: 5; CDK5 p35 inh: -0.8; SR-BI HDL uptake: 5; HTR5A ag: 3; SR-BI uptake up: -5; MITF act: 11; Wnt act: -3; dFosB act: 1

How did Cc1ccc(NC(=O)c2ccc3ccccc3n2)cc1S(=O)(=O)N1CCOCC1 do in these assays?
RTF Ca sens act: 2; PvdQ acylase: -2; Rtt109 HAT inh: 1; CDK5 p35 inh: -1.4; SR-BI HDL uptake: 95*; HTR5A ag: -2; SR-BI uptake up: -95; MITF act: 1; Wnt act: -1; dFosB act: -9

How did CN1CCN(C(=O)c2ccc(C3SCC(=O)N3Cc3ccco3)cc2)CC1 (stereo not given) do in these assays?
RTF Ca sens act: 14; PvdQ acylase: -14; Rtt109 HAT inh: -3; CDK5 p35 inh: 0.5; SR-BI HDL uptake: -6; HTR5A ag: -1; SR-BI uptake up: 6; MITF act: 5; dFosB act: -4

Results for CC(C)CC(=O)Nc1cccc2c1C(=O)N(c1ccccc1)C2=O ?
RTF Ca sens act: 1; PvdQ acylase: -16; Rtt109 HAT inh: -4; CDK5 p35 inh: 0.2; SR-BI HDL uptake: 40; HTR5A ag: -4; SR-BI uptake up: -40; MITF act: 9; dFosB act: -8

Results for CCn1c(CN2CCOCC2)nnc1SCC(=O)Nc1ccccc1Cl ?
RTF Ca sens act: -6; PvdQ acylase: -8; Rtt109 HAT inh: -6; CDK5 p35 inh: 0.1; SR-BI HDL uptake: 6; HTR5A ag: 6; SR-BI uptake up: -6; MITF act: -7; Wnt act: 0; dFosB act: -1

How did Cc1cccc(OCCCCN2CCNCC2)c1 do in these assays?
RTF Ca sens act: 3; PvdQ acylase: -4; Rtt109 HAT inh: -4; CDK5 p35 inh: 0.2; SR-BI HDL uptake: -17; HTR5A ag: -3; SR-BI uptake up: 17; MITF act: 3; Wnt act: 0; dFosB act: 0

How did CNC(=S)N1CCN(c2nc(-c3ccc(Cl)cc3)cs2)CC1 do in these assays?
RTF Ca sens act: -2; PvdQ acylase: 2; Rtt109 HAT inh: 0; CDK5 p35 inh: -0.5; SR-BI HDL uptake: 44; HTR5A ag: 2; SR-BI uptake up: -44; MITF act: -1; Wnt act: -5; dFosB act: -3

How did COC(=O)c1ccc(Cl)c(NC(=O)c2cccc([N+](=O)[O-])c2C)c1 do in these assays?
RTF Ca sens act: 0; PvdQ acylase: -1; Rtt109 HAT inh: 6; CDK5 p35 inh: -0.1; SR-BI HDL uptake: 56; HTR5A ag: 6; SR-BI uptake up: -56; MITF act: 10; Wnt act: -2; dFosB act: 6

What do the screens show for `O=C1C(=Cc2cccn2-c2ccccc2)C(=O)c2ccccc21`?
RTF Ca sens act: 1; PvdQ acylase: -16; Rtt109 HAT inh: 8; CDK5 p35 inh: 0.5; SR-BI HDL uptake: -13; HTR5A ag: 1; SR-BI uptake up: 13; MITF act: 5; Wnt act: 1; dFosB act: -4

How did N/C(=N\OC(=O)COc1ccc2ccccc2c1Br)c1ccccn1 do in these assays?
RTF Ca sens act: -5; PvdQ acylase: -3; Rtt109 HAT inh: 1; CDK5 p35 inh: 0.8; SR-BI HDL uptake: -21; HTR5A ag: 7; SR-BI uptake up: 21; MITF act: inconclusive; Wnt act: 44*; dFosB act: -5
